Luc counter: Kinase-Glo luciferase inhibition (counter-screen). 200,000 tested, 0.28% active. Potency, µM (titrated, usually from 38.3 µM), for inactives: at the top dose activity change, negative = inhibition, actives largely listed as inhibitors. Q27757. Kinase-Glo luciferase, ATP luminescence, 8 min; also: potency is read from the fitted curve at half-maximal effect; % is scaled to controls: 0 for no effect and ±100 for the full control effect; nearly all actives have a fitted effect of over 60% in size
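Light output from Kinase-Glo luciferase with luciferin and 10 uM ATP in 50 mM imidazole pH 7.2, KCl, MgCl2, Tween 20, BSA; compound pin-delivered, 8-min ambient incubation, then luminescence read.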
IMPase Li cell: IMPase inhibition in cells with lithium potentiation. Potency, µM (top dose mostly 59.4 µM), without a hit: top-dose activity, negative = IMPase inhibition, most hits filed as inhibitors. CHO-M1 cells, IP1 TR-FRET (IP-One), carbachol + lithium. 210,000 tested, 0.35% active;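 also: IP1 builds up when IMPase is blocked and the TR-FRET signal falls; potency is read from the fitted curve at half-maximal effect; plate controls were basal vehicle for no effect and high inhibitor control for full effect; nearly all actives have a fitted effect of over 50% in size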
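Test compounds were applied to CHO-M1 cells previously cultured for 16–30 h at 2000 per well. A small lithium amount accompanied them; after 30 min at 37C, IP1 was quantified by TR-FRET.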
HTT aggregate: mutant huntingtin aggregation inhibition | PC12 HttQ103-GFP aggregates, Acumen cytometry, 40 h | Potency, µM (top dose mostly 46.1 µM), for inactives: top-dose activity change, negative = inhibition, hits mostly inhibitors | 220,000 tested, 1.1% active; also: potency is read from the fitted curve at half-maximal effect; % is scaled to controls: 0 for no effect and ±100 for the full control effect; nearly all actives have a fitted effect of over 60% in size
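Using laser scanning cytometry, GFP-positive aggregates were counted after lysis of PC12 cells induced with 100 nM tebufenozide to express HTT exon 1 Q103–GFP. Compounds were tested in titration.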
NPSR antag: neuropeptide S receptor (human) antagonism, cAMP. CHO-NPSR cells, cAMP TR-FRET, antagonist mode. Potency, µM (doses to about 38.3 µM), without a hit: top-dose activity change, negative = inhibition, usual class: inhibitors. 220,000 tested, 1% active; also: potency is read from the fitted curve at half-maximal effect; % is scaled to controls: 0 for no effect and ±100 for the full control effect; nearly all actives have a fitted effect of over 50% in size; many of its hits are not listed in these tables
Target sequence (Q6W5P4 whole entry, looked up): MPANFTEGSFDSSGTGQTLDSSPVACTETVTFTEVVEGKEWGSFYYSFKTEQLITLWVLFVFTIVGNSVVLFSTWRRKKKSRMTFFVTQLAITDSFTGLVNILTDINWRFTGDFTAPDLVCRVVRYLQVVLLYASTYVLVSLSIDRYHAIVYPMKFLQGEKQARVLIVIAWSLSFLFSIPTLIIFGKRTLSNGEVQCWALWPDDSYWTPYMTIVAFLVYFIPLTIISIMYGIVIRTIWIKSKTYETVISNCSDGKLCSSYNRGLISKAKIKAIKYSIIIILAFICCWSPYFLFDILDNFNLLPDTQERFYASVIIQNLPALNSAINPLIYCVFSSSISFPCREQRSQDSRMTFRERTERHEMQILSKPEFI
CBFb-RUNX1 inh: inhibitors of human CBF-beta and RUNX1 interaction; Q01196+Q13951; AlphaScreen CBFb-His/RUNX1-biotin binding, biochemical; Potency, µM (doses to about 59.8 µM), inactives show top-dose activity, negative = inhibition, usual class: inhibitors; 230,000 tested, under 10 active; also: % of control where 0% means no effect
Target sequence (Q01196 whole entry, looked up): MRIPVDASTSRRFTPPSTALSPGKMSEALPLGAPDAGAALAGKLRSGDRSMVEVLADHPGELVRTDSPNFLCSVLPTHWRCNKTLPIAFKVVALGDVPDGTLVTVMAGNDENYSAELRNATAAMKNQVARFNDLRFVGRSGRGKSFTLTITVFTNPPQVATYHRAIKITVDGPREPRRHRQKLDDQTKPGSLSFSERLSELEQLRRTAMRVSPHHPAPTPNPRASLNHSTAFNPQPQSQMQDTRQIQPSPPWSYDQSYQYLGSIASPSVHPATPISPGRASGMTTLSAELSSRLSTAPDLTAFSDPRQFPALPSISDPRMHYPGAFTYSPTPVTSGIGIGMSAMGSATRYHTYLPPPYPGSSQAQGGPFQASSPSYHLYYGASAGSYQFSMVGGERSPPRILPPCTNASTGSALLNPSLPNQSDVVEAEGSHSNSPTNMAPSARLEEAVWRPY
Target sequence (Q13951 whole entry, looked up): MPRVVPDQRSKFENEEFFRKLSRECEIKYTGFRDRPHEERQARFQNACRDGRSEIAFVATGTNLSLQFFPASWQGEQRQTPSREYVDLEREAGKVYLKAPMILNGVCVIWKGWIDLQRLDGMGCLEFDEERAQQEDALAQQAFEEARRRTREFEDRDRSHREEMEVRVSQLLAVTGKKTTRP
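Proteins preincubated together for 20 min at RT before compound addition; 15 min later, nickel and streptavidin beads were added and left 90 min prior to AlphaScreen measurement.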
Epigenetic derep: epigenetic control regulation, reporter derepression | Potency, µM (series often up to 53.9 µM), for inactives: at the top dose GFP activation, usual class: activators | 280,000 tested, 0.2% active | murine LDR cells, GFP reporter derepression, 30 h; also: potency is read from the fitted curve at half-maximal effect; % of control where 0% means no effect; nearly all actives have a fitted effect of over 60% in size
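Reporter derepression read as number of fluorescent GFP-positive objects, 20-120 um in size, counted by laser-scanning cytometer. Mouse LDR line with an epigenetically silenced CMV-GFP locus; compound incubation 30 h, 37 C.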
LMNA splice mod: changes lamin A minigene splicing in HeLa cells | HeLa LMNA splicing GFP/RFP minigene ratio, 48 h | Potency, µM (highest dose often 46.1 µM), without a hit: top-dose ratio change, negative = inhibition, most hits filed as inhibitors | 200,000 tested, 0.01% active | AID 1487; active = well fitted inhibition curve with a large enough effect in the signal ratio, with a control signal flat, not every such curve was filed as active; inconclusive = small, poorly fitted or top-dose-only effect, or effect the other way, or a change in a side signal; the % refers to the signal ratio; also: potency is read from the fitted curve at half-maximal effect; % is scaled to controls: 0 for no effect and ±100 for the full control effect
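Read-out is the ratio of GFP to DsRed2 object intensity, acquired by 488 nm laser-scanning cytometry on HeLa lamin A-EGFP minigene reporter cells. Compound incubation 48 hrs at 37 °C in Opti-MEM with 2% FBS; DMSO 0.5% final.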
The depositor's hits bear a star; ? = inconclusive; · = not tested or not shown; & = joins results of further samples; [ ] = remark or other dose. Unless noted, calls follow the shape of the dose curve; as a rule, active = well fitted curve in the direction sought with a large enough effect; inconclusive = small, poorly fitted or top-dose-only effect, or another doubt; inactive = no such curve, though single readings can be large; an effect the other way counts as inactive or inconclusive. This is a subset; the hit share may differ from the screen's.

Structure | Luc counter | IMPase Li cell | LMNA splice mod | NPSR antag | Epigenetic derep | CBFb-RUNX1 inh | HTT aggregate
CCCCCn1nnc2c(=O)oc3ccccc3c21 | -3% | 6% | ? | 9% | -3.1% | 5% | -2%[9.22 µM]
Cc1ccc(-c2nn(CC(=O)Nc3cccnc3)c(=O)c3ccccc23)cc1 | 0% | 16%[38.3 µM] | -5% | 0%[46.1 µM] | -0.7% | -7% | 0%
COc1ccc(CN2CCN(CC(O)Cn3c4ccccc4c4ccccc43)CC2)cc1 (configuration not stated) | -5% | 10% | ? | -18% | -1.3% | -19% | ?
Cc1cccc(C)c1-n1c(=O)n(Cc2ccccc2)c(=O)c2[nH]cnc21 | · | · | · | 6%[7.67 µM] | 0.0% | 3% | 14%[9.22 µM]
Cc1cc(Cl)ccc1OCC(=O)Nc1nc(-c2cccs2)cs1 | -3% | 16%[38.3 µM] | 16% | -18%[46.1 µM] | -1.1% | 7% | -3%
COC(=O)CC1C(C)(C)C(OC(C)=O)C2[C@H](OC(C)=O)[C@]34O[C@]2(O)[C@]1(C)C3CC[C@]1(C)C4=CC(=O)OC1c1ccoc1 (some centres not stated) | 0% | 3% | · | · | -0.5% | 2% | ·
CCN(CC)CCOC(=O)c1ccc(NC(=O)c2cccc(C)c2[N+](=O)[O-])cc1 | 0% | 16% | · | 0% | -0.1% | 8% | -10%
O=C(Nc1ccc([N+](=O)[O-])cc1)Nc1ccc(Cl)cc1F | -1% | 29% | · | -36% | -1.5% | 15% | ?
Cc1ccc(OCc2nc3ccccc3[nH]2)cc1 | -14% | -4% | -14% | 7% | -1.3% | 1% | 3%
CC(=O)c1cc2c(cc1NC(=O)CCc1ccccc1)OCO2 | -4% | 24%[38.3 µM] | 3% | -15%[46.1 µM] | -1.0% | 20% | -16%
COCCCC1CCN(Cc2nc(-c3ccccc3)no2)CC1 | 2% | 13% | 21%[46 µM] | -3% | -1.0% | 18% | -8%[9.22 µM]
CC(=O)c1cccc(OCC(=O)c2cc(C)n(-c3cc(C)on3)c2C)c1 | 8% | 3%[38.3 µM] | ? | -19%[46.1 µM] | 0.8% | 10% | 13µM*
CCN(CC)C(=O)CCCSc1nnc(Nc2ccccc2F)s1 | -8% | 5% | 22%[46 µM] | -9% | 1.5% | 3% | -23%
CC(=O)Nc1ccc(SC[C@H](c2ccccc2)N2CCN(CCc3ccccc3)CCC2=O)cc1 | · | · | · | -22% | 5.0% | -3% | -9%[9.22 µM]
O=C(NC(Nc1ncc(S(=O)(=O)c2ccc([N+](=O)[O-])cc2)s1)(C(F)(F)F)C(F)(F)F)c1ccc(Cl)cc1 | -1% | 24%[38.3 µM] | ? | 13µM* | 2.0% | -6% | ?
CCOC(=O)N1CCN(CC(=O)Nc2ccc(C)cc2)CC1 | 4% | -10%[38.3 µM] | 5% | -4%[46.1 µM] | -0.7% | 2% | 7%
Cc1ccc2c(COC(=O)CNC(=O)c3ccccc3)cc(=O)oc2c1 | 0% | -3% | -11% | 32% | 1.0% | -2% | -8%
N#Cc1cc(C(=O)c2ccccc2O)cn(-c2ccc(Cl)cc2)c1=O | 4% | 21% | · | -24% | -1.5% | 5% | -8%
N#Cc1ccc(CSc2nnc(-c3ccncc3)n2CCc2ccccc2)cc1 | -7% | -2%[38.3 µM] | ? | -24%[46.1 µM] | -3.3% | -4% | -3%
Cc1nn2c(=O)c(NC(=O)c3ccc(F)cc3)cnc2s1 | -1% | 17%[38.3 µM] | 3% | -10%[46.1 µM] | 1.0% | 7% | -13%
O=C(CN1C2=NCCN2c2ccccc21)c1ccc2c(c1)OCO2 | · | · | -8% | 6%[46.1 µM] | -3.5% | 4% | 4%
Cc1csc2sc(-c3ccnc(SCC(=O)NCc4ccccc4)n3)c(C)c12 | · | · | · | -39% | 1.0% | ? | -19%[9.22 µM]
CC(=O)N1CCC2(CC1)C(C#N)=C(N)Oc1n[nH]c(C(F)(F)F)c12 | 6% | 0% | -1% | ? | 0.0% | 3% | -13%
O=C(CNCc1ccccc1)Nc1ccccc1-c1ccccc1 | 3% | 8% | 3% | -5% | -1.8% | 6% | 10%

Part of the list above, limited to CBFb-RUNX1 inh and LMNA splice mod:
molecule,CBFb-RUNX1 inh,LMNA splice mod
CCN(CC)C(=O)CCCSc1nnc(Nc2ccccc2F)s1,3%,22%[46 µM]
O=C(CN1C2=NCCN2c2ccccc21)c1ccc2c(c1)OCO2,4%,-8%
Cc1ccc2c(COC(=O)CNC(=O)c3ccccc3)cc(=O)oc2c1,-2%,-11%

The list continues.
Structure | Luc counter | IMPase Li cell | LMNA splice mod | NPSR antag | Epigenetic derep | CBFb-RUNX1 inh | HTT aggregate
Cc1ccc(N=Nc2ccc(C)cc2NC(=O)Nc2ccccc2F)cc1 | · | · | · | 10% | 10% | -10% | -3%[9.22 µM]
CCOC(=O)N1CCC(Nc2ncnc3c2cnn3-c2ccc(Cl)cc2)CC1 | -3% | 13%[38.3 µM] | 11% | 3%[46.1 µM] | -2.1% | 6% | 1%
O=C(C1=C(O)C(=O)N(c2ncccn2)C1c1ccc(Cl)cc1)c1ccco1 (configuration not stated) | 2% | 13µM* | -2% | -2%[46.1 µM] | -3.2% | -1% | 11%
Cc1cc(Nc2cnc3ccccc3n2)n(-c2ccccc2)n1 | -1% | 3%[38.3 µM] | 10% | -3%[46.1 µM] | -2.3% | -1% | -1%
CCc1ccc(CN(C(=O)c2cc3ccccc3oc2=O)C2CCS(=O)(=O)C2)cc1 (configuration not stated) | -12% | -12%[38.3 µM] | 10% | ? | 0.0%&3.8% | -9% | 7%
C=CCn1c(CCNC(=O)c2cccs2)nnc1SCC(=O)c1ccc(Br)cc1 | 2% | 26%[38.3 µM] | 4% | -8%[46.1 µM] | -2.4% | 5% | 5%
O=S(=O)(c1ccccc1)N1CCC(N2CCCCCC2)CC1 | 1% | 11% | -6% | 13%[46.1 µM] | -2.0% | -2% | 0%
COc1cccc(-c2cc(=O)c3cc(NC(=O)c4ccc(C)cc4)ccc3[nH]2)c1 | -3%[39.9 µM] | ? | · | · | -1.2% | 4%[89.1 µM] | ·
Cc1nn2c3c(cnc2c1-c1ccccc1)C(=O)CC(c1ccccc1)C3 (configuration not stated) | 0% | -6%[38.3 µM] | 13% | -20%[46.1 µM] | 0.0% | 4% | -5%
Cc1ccc(NC(=O)CN(C)C(=O)c2ccc(S(=O)(=O)N(C)c3ccccc3)cc2)cc1 | 3% | 4% | · | -16% | -4.2% | -3% | 20%
COc1ccc(Oc2ccc(C(F)(F)F)cc2N)cc1 | · | · | · | -1% | 0.5% | 9% | 2%[9.22 µM]
CCC(=O)NC(=S)Nc1ccc(NC(=O)c2ccco2)cc1 | 0% | 7% | ? | -2% | -5.5% | -4% | 22%
Cc1sc(NC(=O)/C=C/c2ccc3c(c2)OCO3)nc1-c1ccccc1 | -1% | 19% | ? | -21% | -1.0% | -2% | ?
CN(C)S(=O)(=O)c1ccc(C(=O)Nc2cccc(S(=O)(=O)NC3=NCCC3)c2)cc1 | · | · | · | -10% | -0.3% | 4% | 11%[9.22 µM]
COc1ccccc1CNC(=O)C1CC(c2ccccc2F)=NO1 (configuration not stated) | · | · | · | 4% | -4.1% | 13% | 6%[9.22 µM]
COc1ccc(C(OC(=O)c2ccco2)C(=O)NCC2CCCO2)cc1 (configuration not stated) | · | · | 0% | 10%[46.1 µM] | -4.7% | 15% | 4%
O=c1nc2s/c(=C\c3ccco3)c(=O)n2nc1Cc1ccccc1 | -4% | 27%[38.3 µM] | 17% | -8%[46.1 µM] | -1.0% | · | 8%
O=C(Nc1nc(-c2cccc(Br)c2)cs1)Oc1ccccc1 | -3% | 0%[38.3 µM] | -14% | -2%[46.1 µM] | 2.4% | 0% | -30%
Nc1cc(-c2ccccc2)nn1S(=O)(=O)c1ccc(Br)cc1 | -1% | 23%[38.3 µM] | 18% | -9%[46.1 µM] | -1.7% | -7% | -11%
N#Cc1cc([N+](=O)[O-])ccc1NC(=O)COC(=O)CC1CCCC1 | · | · | · | 12% | 0.0% | -7% | -17%[9.22 µM]
CC(C)c1ccc(NC(=O)c2ccc(NS(C)(=O)=O)cc2)cc1 | 0% | 4% | ? | -10% | 3.7% | 6% | 2%
O=C(COC(=O)CCC(=O)c1cccs1)NCc1ccccc1 | -1% | 0% | ? | 8% | 0.0% | -3% | -5%
COCCn1c(C)cc(C(=O)COC(=O)c2cc3c(s2)CCC3)c1C | -4% | 19%[38.3 µM] | 2% | -3%[46.1 µM] | -0.7% | ? | 11%
COC(=O)CCC(=O)Nc1ccc(OC)cc1 | -2% | 13%[38.3 µM] | -11% | -9%[46.1 µM] | -4.8% | 3% | ?
Cn1c(=O)c2c(nc(Br)n2CCc2ccccc2)n(C)c1=O | -1% | 11%[38.3 µM] | ? | -8%[46.1 µM] | -0.7% | 3% | 10%
CCc1ccccc1NNC(=O)c1snnc1C | · | · | · | -4% | 1.1% | -7% | 15%[9.22 µM]
CC1=NN(C(N)=S)C(=O)C1N=Nc1ccc(O)cc1 (configuration not stated) | -2% | 25% | -16%[46 µM] | 32% | 0.0% | -11% | -1%[9.22 µM]
CCOc1ccc(OCC)c(S(=O)(=O)NCc2cccnc2)c1 | 0% | 7% | -9% | -2%[46.1 µM] | -1.0% | -5% | 3%
CCOc1ccc(-n2cc(C(=O)NC(C)C)c3cc(OC)c(OC)cc3c2=O)cc1 | -2% | -21%[38.3 µM] | 1% | -4%[46.1 µM] | -1.7% | 6% | 21%
COc1ccc(/C=N/NC(=O)c2c(C)nc3ccc(Br)cn23)cc1OC | · | · | · | -4% | 4.4% | -2% | -21%[9.22 µM]
CN1CCN(c2ccc(Cl)cc2NC(=O)/C=C/c2cccc(F)c2)CC1 | -3% | 8% | · | -59% | -4.1% | -22% | -11%
CC12CN3CC(C)(CN(C1)C3c1cc3ccccc3[nH]1)C2=O (configuration not stated) | -1% | -10%[38.3 µM] | -8% | -20%[46.1 µM] | -1.4% | 5% | 2%
CN(Cc1cccnc1)Cc1cn(C)nc1-c1ccc(Oc2ccccc2)cc1 | · | · | · | 15% | 0.5% | 8% | -28%
COC(=O)Cc1ccc(NC(=S)NCc2ccc(Cl)cc2)cc1 | -2% | 3% | -3% | 0% | 1.0% | 3% | 11%
CCCc1nc(SCC(=O)Nc2ccccc2OC)c2c(=O)n(C)c(=O)n(C)c2n1 | 3% | 39%[activator][38.3 µM] | -11% | -5%[46.1 µM] | -1.0% | 11% | -2%
Cc1ccc(S(=O)(=O)N2CCCCC2)c(C)c1NS(C)(=O)=O | 0% | 1% | -1%[46 µM] | 8% | -0.1% | 6% | 7%
